# MBD2 inh: inhibitors of MBD2 binding to methylated DNA, primary screen, biochemical, TR-FRET, DNA-binding domain, human; Methyl-CpG-binding domain protein 2 (Homo sapiens), Q9UBB5; MBD2 binding to methylated oligonucleotide; inhibition, % at 4.4 µM; hit rate 0.31% among 370,000; in the data active means inhibition above about 13%
# Target sequence (Q9UBB5 whole entry, looked up, the tested form may be a part): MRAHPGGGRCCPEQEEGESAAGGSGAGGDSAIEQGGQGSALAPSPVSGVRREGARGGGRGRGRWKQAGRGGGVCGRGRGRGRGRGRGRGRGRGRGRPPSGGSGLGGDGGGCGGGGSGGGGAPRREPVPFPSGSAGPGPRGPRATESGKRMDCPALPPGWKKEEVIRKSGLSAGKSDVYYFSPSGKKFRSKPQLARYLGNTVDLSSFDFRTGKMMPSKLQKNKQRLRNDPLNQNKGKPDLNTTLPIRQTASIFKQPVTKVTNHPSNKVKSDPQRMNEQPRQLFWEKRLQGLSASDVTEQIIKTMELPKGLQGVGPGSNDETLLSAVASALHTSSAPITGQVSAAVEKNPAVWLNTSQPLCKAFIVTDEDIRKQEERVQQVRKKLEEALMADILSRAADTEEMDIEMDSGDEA
# SIAE primary: human SIAE inhibitors, primary screen, biochemical, fluorescence polarization, FP-Rh probe, 1536-well HTS; AID 1053197, 2014; Sialate O-acetylesterase (Homo sapiens), Q9HAT2; SIAE FP-Rh probe binding; hit rate 0.69% among 370,000; inhibition, % at 9.66 µM;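 active means inhibition above a cutoff: mean of compounds within the control limits plus 3 SD of those, cut at about 17% in these data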;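 further: 0% = plate median of compound wells and 100% = probe without SIAE protein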
# PRMT1 inh: PRMT1 methyltransferase inhibitors, primary screen, biochemical, fluorescence polarization; Protein arginine N-methyltransferase 1 (Homo sapiens), Q99873; inhibition, % at 2.79 µM; hit rate 1.3% among 370,000; AID 652257, 2013; recombinant PRMT1, activity-based probe fluorescence polarization;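 active means inhibition above about 21% made by adding two undisclosed values, limit read from the data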
# LEDGF integ inh: blockers of LEDGF/p75-dependent integrase strand transfer – biochemical, TR-FRET, high throughput, primary screen | HIV-1 integrase (with human LEDGF/p75) | TR-FRET IN-LEDGF/p75 DNA integration, Eu/Cy5 | inhibition, % at 3.7 µM | hit rate 0.64% among 370,000 | AID 743269, 2014;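 active means inhibition above the screen-wide mean plus 3 SD, cut at about 13% in these data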;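 further: signal is the Cy5 over europium emission ratio at 671 and 618 nm; 0% = plate median of compound wells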
# HTRA1 inhibitor: HTRA1 serine protease inhibitors, primary screen, biochemical, fluorescence polarization, HTS; recombinant HTRA1, FP-rhodamine activity-based probe; AID 504803, 2011; hit rate 0.5% among 340,000; inhibition, % at 5.96 µM; in the data active means inhibition above about 36%;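 further: 0% = enzyme with DMSO and 100% = wells lacking enzyme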
# Target sequence (Q92743 whole entry, looked up): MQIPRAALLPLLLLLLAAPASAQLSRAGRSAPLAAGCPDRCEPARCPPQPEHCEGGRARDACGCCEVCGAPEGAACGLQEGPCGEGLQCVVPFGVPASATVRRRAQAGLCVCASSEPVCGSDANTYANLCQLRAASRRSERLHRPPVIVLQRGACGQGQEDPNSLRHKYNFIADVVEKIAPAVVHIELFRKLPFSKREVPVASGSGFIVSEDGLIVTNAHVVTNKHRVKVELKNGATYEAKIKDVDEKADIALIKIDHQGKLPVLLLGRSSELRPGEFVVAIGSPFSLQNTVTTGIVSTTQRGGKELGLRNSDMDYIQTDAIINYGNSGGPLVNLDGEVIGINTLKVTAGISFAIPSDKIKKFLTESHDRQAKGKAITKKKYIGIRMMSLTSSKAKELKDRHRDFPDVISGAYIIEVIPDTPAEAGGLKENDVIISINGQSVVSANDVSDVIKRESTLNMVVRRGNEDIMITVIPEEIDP
# mABHD4 FP: ABHD4 inhibitors, primary screen, biochemical, fluorescence polarization, mouse; hit rate 0.54% among 370,000; purified mABHD4, FP-Rh probe fluorescence polarization; AID 720543, 2013; inhibition, % at 8.92 µM; (Lyso)-N-acylphosphatidylethanolamine lipase (Mus musculus), Q8VD66;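 active means inhibition exceeding the mean over every tested compound plus 3 SD, cut at about 30% in these data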;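 further: 0% = plate median of compound wells and 100% = S159A mutant with DMSO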
#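 Assay system: mouse ABHD4 enzyme, wild type / Also added: fluorescent activity-based probe FP-Rh / Doses: single nominal dose of 8.92 µM, 0.89% DMSO final / Timing: 45 min compound pre-incubation plus 60 min probe step, 25 °C / Signal: FP readout, ex 525 nm / em 598 nm / Control set: S159A mutant/DMSO as 100%, compound-well median as 0%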
# GC-B act: human GC-B receptor activators, primary screen, HEK293 GC-B cells, cGMP TR-FRET, EC30 CNP. Atrial natriuretic peptide receptor 2 (Homo sapiens), P20594. 0% at EC30 CNP, 100% saturating CNP. activation, % at 10 µM. hit rate 0.11% among 370,000. AID 1920062, 2024;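 active means activation at 10 µM reaching about 35% in either raw or pattern-adjusted values, limit read from the data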
# rCAG binder: binders of r(CAG) RNA repeats, primary screen, biochemical, fluorescence; r(CAG) RNA repeat, TO-PRO-1 dye displacement fluorescence; inhibition, % at 3 µM; hit rate 1.3% among 370,000;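 active means inhibition above the plate cutoff, the mean of all test compounds on that plate plus 3 SD, cut at about 35% in these data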;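 further: 0% = DMSO alone and 100% = 100 µM mitoxantrone as full dye displacement; higher means more dye released from RNA so lower well fluorescence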
# TDP2 inh: human TDP2 enzyme inhibitors, primary screen, biochemical, epi absorbance, recombinant enzyme; Tyrosyl-DNA phosphodiesterase 2 (Homo sapiens), O95551; T5PNP hydrolysis, p-nitrophenol absorbance 415 nm; inhibition, % at 12.8 µM; hit rate 0.34% among 370,000; AID 720702, 2013;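 active means inhibition above the mean of all tested compounds plus 3 SD, set per campaign, cut at about 25% in these data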;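 further: 0% = DMSO with enzyme and 100% = buffer with substrate but no TDP2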
#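 Test system: human TDP2 enzyme; Input: 120 nM TDP2 per well; Buffer or medium: Mg2+-containing Tris-HCl buffer, pH 7.5; Reagent: 5 mM T5PNP; Dosing: 12.8 µM single point, 1% DMSO; Incubation: reaction 2 h, 37 °C; Detection: p-Nitrophenol epi absorbance; Read-out: % inhibition relative to enzyme-containing and enzyme-free wells; Replicates: single well per compound.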
# TCR-CD3 inh: inhibitors of human TCR-CD3 interaction, primary screen, biochemical, fluorescence, TAMRA-labeled TCR probe | T-cell receptor (TCR) | inhibition, % at 9.4 µM | hit rate 0.37% among 360,000 | AID 651800, 2012; in the data active means inhibition above about 19%;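 further: recombinant mutant TCR 2C K166C tagged with TAMRA read by polarization; 0% = receptor in buffer alone and 100% = receptor with positive control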
# * marks the source's active call; other numbers are inactive results; x = not tested or not shown.
SMILES,MBD2 inh,SIAE primary,PRMT1 inh,LEDGF integ inh,HTRA1 inhibitor,mABHD4 FP,GC-B act,rCAG binder,TDP2 inh,TCR-CD3 inh
CN(CCOc1ccccc1)C(=O)c1ccc(OC2CCN(C(=O)C3CC3)CC2)cc1,7,1,-7,6,3,-3,5,-11,-11,3
CNC(=O)OCc1cccc(COC(=O)NC)n1,3,4,-1,-3,4,8,6,1,15,1
NC(=O)C1CCN(C(=O)c2ccc(CS(=O)(=O)c3c(Cl)cccc3Cl)o2)CC1,1,-4,-2,0,-2,3,-6,0,6,6
NS(=O)(=O)c1ccc(CNC(=O)c2ccc(Cl)c(S(=O)(=O)NCc3ccccc3)c2)cc1,6,5,1,1,-10,-10,4,16,-3,-7
COC(=O)C1=C(C(=O)OC)SC(=C2C(=S)C(C)(C)N(C(=O)C(C)C)c3ccccc32)S1,1,7,-1,4,3,6,0,-2,13,0
COc1cc(CNC2CCCC2)c(Br)cc1OCc1ccccc1,0,0,-1,-4,1,4,-1,-6,-7,8
CCOC(=O)C1=C(C(=O)OCC)C2N(Cc3ccccc3)c3ccccc3[C@@]23C[C@@H](C(=O)OC)N(S(=O)(=O)c2ccc(C(F)(F)F)cc2)C3=N1 (stereo partly specified),2,1,-1,2,x,5,7,8,-3,5
Cc1ccc(NC(=O)N2CCCC2c2cccs2)cc1 (stereo unspecified),2,-2,-1,-2,6,-4,0,-2,10,1
CN(C)C(CNC(=O)c1ccc([N+](=O)[O-])cc1Cl)c1ccco1 (stereo unspecified),0,2,-1,3,4,6,0,4,9,8
COc1cc(OC)cc(-c2nnc(SCC(=O)N(C(C)C)C(C)C)o2)c1,-3,-5,1,0,-1,0,-3,-5,0,0
N#CCOc1ccccc1CNC[C@H]1O[C@@H](n2cnc3c(=O)[nH]c(N)nc32)[C@H](O)[C@@H]1O,3,-2,6,0,x,-10,30,8,-4,-4
O=C(NCc1ccc(F)cc1)c1ccc(N2CCc3ccccc32)c([N+](=O)[O-])c1,-7,14,1,2,17,27,5,3,1,5
CCOC(=O)N1CCC(N2CCN(S(=O)(=O)c3ccc4ccccc4c3)CC2)CC1,9,-5,-1,6,-4,-3,1,1,1,-2
CCCOP(=O)(c1ccc(N(C)C)cc1)C(Nc1ccccc1)c1ccc(C)cc1 (stereo unspecified),-3,3,4,-1,-19,13,-9,-6,1,-1
COC(=O)COc1ccccc1/C=C1/NC(=O)NC1=O,-5,9,-3,4,9,7,3,-1,15,-2
O=S(=O)(NCc1ccc2c(c1)OCO2)c1ccccc1F,-7,8,0,5,6,2,-3,-1,-14,-4
CCC(C)c1ccccc1NC(=O)CN(C)CC(=O)Nc1ccccc1SC (stereo unspecified),-8,3,0,-4,-3,-1,-1,-10,1,-8
O=C(Nc1c(F)cc(F)cc1Br)C1CCCO1 (stereo unspecified),4,2,0,-3,-1,5,6,-2,-2,-4
O=C(COC(=O)c1ccc(O)cc1)Nc1ccc(S(=O)(=O)N2CCCC2)cc1,-2,-13,4,-1,4,-6,0,7,-4,-2
CC(=O)NC1=NN(C(C)=O)C(c2sccc2C)S1 (stereo unspecified),-5,2,-5,-1,0,-7,6,-1,-5,-2
Cc1cccc2sc(NC(=O)CCn3cccc3)nc12,2,-6,5,-5,-18,-5,-3,4,6,-7
CCC(C)[C@H](NC(=O)OC(C)(C)C)C(=O)N/N=C/c1cccc2nccnc12 (stereo partly specified),2,-4,2,-1,-5,3,0,-5,-19,6
Cc1ccc(-c2nc(CS(=O)CC(=O)NCCN3CCCC3)c(C)o2)cc1 (stereo unspecified),1,2,0,-4,-3,-1,4,3,-5,-7
Cc1ccc(NC(=O)CSCC(=O)Nc2cccc(S(=O)(=O)N3CCCCCC3)c2)cc1,-5,-6,1,1,-32,-7,-5,3,9,8
Cn1c(=O)c(=O)n(C)c2cc(S(=O)(=O)N3CCCC3C(=O)NCc3ccco3)ccc21 (stereo unspecified),2,0,-2,-1,-5,5,-1,0,1,8
CCOC(=O)c1ccc(NC2c3ccccc3C(=O)N2c2cccnc2)cc1 (stereo unspecified),5,0,0,-1,-9,-1,5,1,15,8
CCS(=O)(=O)N1CCCC(C(=O)NCc2ccc(C)cc2)C1 (stereo unspecified),-2,-8,-2,0,1,6,0,-1,-2,1
COc1ccc2oc3cc(C)[n+]([O-])c(-c4ccc(Br)cc4)c3c2c1,4,-6,9,2,-1,-14,-10,-2,-18,-4
CCOC(=O)C(NC(=O)c1ccccc1)(N1CCCC1=O)C(F)(F)F (stereo unspecified),-2,4,0,-3,-5,-1,-6,-3,7,-6
Cc1ccc(NC(=O)COC(=O)CSC(=S)N2CCOCC2)cc1C,-1,-5,3,0,6,1,-1,-4,-5,-9
Cc1c(CCC(=O)NCCCn2ccnc2)c(=O)oc2cc3occ(C(C)(C)C)c3cc12,-5,18*,-2,1,1,12,8,-8,1,-5
COc1ccc2cc(CCNC(=O)C3CCCC3)c(=O)[nH]c2c1,-3,0,-4,1,-4,-4,0,-1,5,5
COc1cccc(NC(=O)CSc2nc(O)c(C)c(=O)n2-c2ccc(C)cc2)c1,3,-7,24*,-1,-4,6,0,9,4,-4
c1ccc(CCNc2ccc3nncn3n2)cc1,-5,-4,-5,5,-1,1,-5,2,-7,9
COc1ccc(-c2coc3c(C(=O)Nc4cc(OC)c(OC)c(OC)c4)cccc23)c(C)c1,2,1,-3,-1,x,-4,4,11,4,-1
Cc1ccc(NC2CCCN(C(=O)c3ccoc3C)C2)cc1C (stereo unspecified),0,4,4,-6,6,-2,-6,-4,-7,-2
Cc1ccc(S(=O)(=O)NCC(=O)NCC(=O)N2CCN(c3ncccn3)CC2)cc1C,3,4,-2,0,0,5,5,-3,18,0
CCOC(=O)N/N=C/c1cn(Cc2ccc(F)cc2)c2ccccc12,-3,5,3,-1,0,-1,2,-4,5,8
Cn1c(SC2CCCC2)nnc1-c1ccco1,1,3,-1,-4,x,1,0,5,-12,x
Cc1ccc(C)c(NC(=O)C(c2ccccc2)N2CCN(CC(=O)NC3CC3)CC2)c1 (stereo unspecified),1,1,-2,2,3,-5,-1,-4,0,1
Cc1cccc(C)c1NC(=O)CN(C)C(=O)CCC(=O)N1CCOCC1,5,-2,-4,2,-2,-1,0,1,2,2
O=C(OCc1ccccc1F)c1ccc2c(c1)OCCO2,6,-4,0,0,-9,1,1,-6,14,1
Cc1cccc(Oc2ccc(NS(=O)(=O)c3ccc(C)c(C(=O)O)c3)cc2)c1,0,2,5,-4,-4,0,-2,12,4,-2
CC(=O)Nc1nc2ccc(NC(=O)c3ccco3)cc2s1,1,-11,4,-4,1,-3,1,2,6,-8
C=CCN1C(=S)N[C@@H]2CS(=O)(=O)C[C@@H]21,-4,-4,1,-2,x,1,-1,0,5,3

# Seven compounds from above, arranged by SMILES length, high to low:
SMILES,MBD2 inh,SIAE primary,PRMT1 inh,LEDGF integ inh,HTRA1 inhibitor,mABHD4 FP,GC-B act,rCAG binder,TDP2 inh,TCR-CD3 inh
COc1ccc(-c2coc3c(C(=O)Nc4cc(OC)c(OC)c(OC)c4)cccc23)c(C)c1,2,1,-3,-1,x,-4,4,11,4,-1
Cc1ccc(S(=O)(=O)NCC(=O)NCC(=O)N2CCN(c3ncccn3)CC2)cc1C,3,4,-2,0,0,5,5,-3,18,0
COc1cccc(NC(=O)CSc2nc(O)c(C)c(=O)n2-c2ccc(C)cc2)c1,3,-7,24*,-1,-4,6,0,9,4,-4
CCOC(=O)N/N=C/c1cn(Cc2ccc(F)cc2)c2ccccc12,-3,5,3,-1,0,-1,2,-4,5,8
C=CCN1C(=S)N[C@@H]2CS(=O)(=O)C[C@@H]21,-4,-4,1,-2,x,1,-1,0,5,3
O=C(OCc1ccccc1F)c1ccc2c(c1)OCCO2,6,-4,0,0,-9,1,1,-6,14,1
c1ccc(CCNc2ccc3nncn3n2)cc1,-5,-4,-5,5,-1,1,-5,2,-7,9

# Four entries already listed, ordered by the number in MBD2 inh, low to high:
SMILES	MBD2 inh	SIAE primary	PRMT1 inh	LEDGF integ inh	HTRA1 inhibitor	mABHD4 FP	GC-B act	TDP2 inh	TCR-CD3 inh
Cc1c(CCC(=O)NCCCn2ccnc2)c(=O)oc2cc3occ(C(C)(C)C)c3cc12	-5	18*	-2	1	1	12	8	1	-5
C=CCN1C(=S)N[C@@H]2CS(=O)(=O)C[C@@H]21	-4	-4	1	-2	x	1	-1	5	3
Cc1ccc(C)c(NC(=O)C(c2ccccc2)N2CCN(CC(=O)NC3CC3)CC2)c1 (stereo unspecified)	1	1	-2	2	3	-5	-1	0	1
COc1ccc(-c2coc3c(C(=O)Nc4cc(OC)c(OC)c(OC)c4)cccc23)c(C)c1	2	1	-3	-1	x	-4	4	4	-1

# Not all compounds are listed; count on the stated rates, not on these rows.
